RGS4 inh = human RGS4 inhibition | HEK293 M3R/RGS4 inducible, Fluo-4 calcium flux; hits give high values; triggered by carbachol at its EC20 | hit rate 0.45% among 310,000 | AID 463165 | P49798 | B-score at 10 µM;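 active means B-score, a plate-corrected calcium signal, over three deviations above library mean, with baseline fluorescence within five deviations of library mean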;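 further: RGS4 expression induced by doxycycline in cells with stable M3 receptor; B-score is computed from the integrated fluorescence ratio over baseline after carbachol; higher B-score means a larger calcium signal and so more RGS4 inhibition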
HIF activator = HIF pathway transcriptional activation | hit rate 0.32% among 300,000 | activation, % at 7.5 µM (by protocol) | AID 1910 | U2OS HRE-luciferase reporter, luminescence; normalized: DMSO 0%, desferrioxamine 100%;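 active means mean activation of at least 10% of the iron chelator positive control signal, with at least half of replicates also reaching 10%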
MrgX1 antagonist = antagonists of human MrgX1 receptor | Q96LB2 | B-score at 10 µM | MRGX1-HEK293 calcium flux, Fluo-4, BAM8-22 antagonism; hits give low values | hit rate 1.3% among 310,000;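 active means calcium-response B-score plate-corrected more than 3 library SD below zero, starting fluorescence within 5 deviations, no agonist response on first addition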;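 further: peak minus trough fluorescence over baseline after final BAM8-22 challenge near maximal dose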
MrgX1 agonist = agonists of human MrgX1 receptor. B-score at 10 µM. MrgX1-HEK293 cells, Fluo-4 calcium fluorescence, agonist mode; hits give high values. Q96LB2. AID 588627. hit rate 0.44% among 310,000;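 active means calcium response B-score plate-corrected fluorescence ratio at least 3 library SD, with starting fluorescence B-score inside 5 SD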
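Assay system: stable human MrgX1 HEK293 cell line. Quantity: 15,000 cells per well. Schedule: cells plated overnight, dye loaded 0.5 h 37 °C, 0.5 h room temperature. Detection: Fluo-4 NW calcium-flux fluorescence, kinetic read. Read-out basis: peak-minus-minimum fluorescence over baseline, converted to B scores. Control set: positive and negative control wells on each plate.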
MrgX1 allo act = allosterically activates human MrgX1 receptor signaling | MrgX1-HEK293, Fluo-4 calcium flux, FDSS; hits give high values | Q96LB2 | B-score at 10 µM | hit rate 0.63% among 310,000;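 active means plate-corrected calcium response at least 3 library SD above typical, normal starting fluorescence, not activating the receptor alone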;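 further: compound read alongside a low EC10 to EC30 dose of BAM8-22 agonist; peak minus trough fluorescence over baseline measured at the second addition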
Platelet DG rel = platelet dense granule release activity. inhibition, %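 (compounds screened at 7.5 µM in platelet-rich plasma)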. hit rate 0.22% among 300,000. AID 1663. human platelet-rich plasma, SFLLRN dense granule ATP release, luminescence;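 active means mean replicate score, as percent of positive control, at or above 50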
TRPC4 inh = TRPC4 (mouse) channel inhibition | HEK293 TRPC4beta/mu-opioid, DAMGO-evoked Fluo4 calcium flux; hits give low values | B-score at 10 µM | hit rate 0.39% among 300,000;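 active means B-score over 3 SD under the library average, no early fluorescence shift, positive overall ratio signal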
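Assay system – HEK293 line stably carrying TRPC4beta and mu-opioid receptor · Doses – single dose · Detection – Fluo4 calcium-dye fluorescence, kinetic read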
SKKanGAS inh = inhibitors of SKKanGAS S. pyogenes growth in kanamycin (SK-promoter or general growth effect). BacTiter-Glo, 6 h. hit rate 1.3% among 300,000. inhibition, % at 7.5 µM;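 active means mean replicate score, as percent of positive control median, at least 50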;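 further: strain carries kanamycin resistance gene driven by streptokinase promoter and grows in 40 µg/ml kanamycin; loss of luminescence reflects streptokinase promoter inhibition or plain growth inhibition; 0% = median of DMSO wells and 100% = positive control at its reference dose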
TRPC6 activator = activates the mouse TRPC6 cation channel. Q61143. HEK293-TRPC6 membrane potential dye fluorescence; hits give high values. B-score at 10 µM. hit rate 0.13% among 310,000. AID 2550;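 active means B-score of the integrated fluorescence ratio above library mean plus 3 SD, and starting fluorescence ratio within library mean plus 5 SD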;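 further: higher score means more depolarization so channel activation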
Target sequence (Q61143 whole entry, looked up): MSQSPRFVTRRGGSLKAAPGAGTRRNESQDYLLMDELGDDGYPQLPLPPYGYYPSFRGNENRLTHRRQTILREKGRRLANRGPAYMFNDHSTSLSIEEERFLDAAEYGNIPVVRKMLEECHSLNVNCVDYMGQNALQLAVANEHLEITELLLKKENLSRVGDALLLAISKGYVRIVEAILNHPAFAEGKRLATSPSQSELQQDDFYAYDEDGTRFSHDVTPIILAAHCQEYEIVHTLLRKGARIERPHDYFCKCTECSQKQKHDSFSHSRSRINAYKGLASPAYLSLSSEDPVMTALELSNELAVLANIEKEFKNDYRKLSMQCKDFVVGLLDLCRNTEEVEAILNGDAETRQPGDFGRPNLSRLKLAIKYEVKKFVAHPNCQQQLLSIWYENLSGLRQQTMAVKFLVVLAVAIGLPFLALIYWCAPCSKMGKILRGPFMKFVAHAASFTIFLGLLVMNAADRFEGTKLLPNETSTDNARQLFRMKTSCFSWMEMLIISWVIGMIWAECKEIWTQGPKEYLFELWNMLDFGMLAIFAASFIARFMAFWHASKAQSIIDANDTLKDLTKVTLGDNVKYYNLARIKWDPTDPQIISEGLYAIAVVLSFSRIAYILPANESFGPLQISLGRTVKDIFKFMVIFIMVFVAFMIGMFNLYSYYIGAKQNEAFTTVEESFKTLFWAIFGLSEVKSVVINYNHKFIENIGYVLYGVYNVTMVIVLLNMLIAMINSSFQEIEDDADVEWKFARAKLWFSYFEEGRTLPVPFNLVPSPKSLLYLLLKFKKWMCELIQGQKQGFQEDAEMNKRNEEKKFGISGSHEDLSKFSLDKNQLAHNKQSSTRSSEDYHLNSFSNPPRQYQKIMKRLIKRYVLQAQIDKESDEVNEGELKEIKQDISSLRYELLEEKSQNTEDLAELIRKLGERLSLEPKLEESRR
TRPC6 inhibitor = mouse TRPC6 channel inhibition. Q61143. HEK293-TRPC6, membrane potential dye, ACh-evoked depolarization; hits give low values. B-score at 10 µM. hit rate 1.1% among 310,000. AID 2553;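 active means B-score under library mean minus 3 SD, initial fluorescence not abnormally high, positive integrated signal ratio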;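 further: B-score derived from integrated fluorescence ratio over the kinetic read; more negative B-score means stronger inhibition of depolarization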
RGS4 pot = RGS4 potentiation or activation; HEK293 M3R/inducible RGS4, carbachol calcium flux Fluo4; hits give low values; B-score at 10 µM; hit rate 0.92% among 310,000; AID 463111;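 active means B-score of the integrated calcium signal more than 4 SD below the library mean, with starting fluorescence not abnormally high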;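 further: negative B-score means reduced calcium response which marks RGS4 activation or potentiation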
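Test system: HEK293 cells with stable M3R and inducible RGS4; also added: carbachol at ECmax as muscarinic agonist stimulus; schedule: dye loading 30 min 37 °C, buffer rest 30 min RT; technique: kinetic calcium fluorescence imaging with Fluo4-AM dye, 2 µM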
* marks the source's active call; other numbers are inactive results; i = inactive; . = no result given. Outcome played no part in choosing rows, and some 6.1% of all compounds hit somewhere here.

Molecule	SKKanGAS inh	RGS4 inh	MrgX1 allo act	MrgX1 antagonist	TRPC6 activator	TRPC4 inh	TRPC6 inhibitor	HIF activator	MrgX1 agonist	Platelet DG rel	RGS4 pot
Cc1cccc(NC(=S)N(Cc2ccc(Cl)cc2)Cc2ccc(C(=O)O)cc2)c1	18	i	i	i	i	i	i	0.6	i	-2	i
O=C(Nc1ccc(C(=O)O)cc1)/C(=C\c1ccc2c(c1)OCO2)NC(=O)c1ccc(Br)cc1	6	i	i	i	i	i	i	-0.2	i	1	i
CC(C)C(OC(=O)c1nsc(Cl)c1Cl)C(=O)NCc1ccccc1 (stereo not drawn)	-8	i	i	i	i	i	i	-0.1	i	-2	i
CCN(CC)S(=O)(=O)c1ccc2oc(C(=O)NC3CC3)c(C)c2c1	7	i	i	i	i	i	i	0.0	i	-1	i
Cc1ccc(C)c(N2CCN(C(=O)c3cc4sccc4n3C)CC2)c1	6	i	i	i	i	i	i	-0.6	i	-1	i
COc1ccc(/C=C/C(=O)Nc2cccnc2)cc1OC	-15	i	i	i	i	i	i	1.3	i	3	i
CC(C)CC(=O)NCCCN1CCN(CCCNC(=O)CC(C)C)CC1	6	i	i	i	i	i	i	0.3	i	0	i
CCN1CCN(C(=O)c2cc(COc3ccc(C(C)=O)cc3OC)on2)CC1	2	i	i	i	i	i	i	6.5	i	-9	i
CCNC(=O)COC(=O)CNC(=O)c1cc(Cl)cc([N+](=O)[O-])c1	-5	i	i	i	i	i	i	-0.1	i	0	i
Cc1cc([N+](=O)[O-])ccc1-c1ccc(/C=N/NC(=O)c2ccc(Br)o2)o1	2	i	i	i	i	i	i	-0.2	i	36	i
COc1cc2[nH]c(=S)n(Cc3ccc(C)o3)c(=O)c2cc1OC	-4	i	i	i	i	i	i	-0.4	i	4	i
CCc1ccc(OCC(=O)NC(NC(=S)Nc2ccccc2OC)C(Cl)(Cl)Cl)cc1 (stereo not drawn)	24	i	i	i	i	i	i	-0.3	i	3	i
CC1CCCCN1Cc1c(O)ccc2c(=O)c(-c3ccc(Cl)cc3)coc12 (stereo not drawn)	-3	i	i	i	i	i	i	2.4	i	-7	i
CCc1ccc(-c2nc(CS(=O)CC(=O)NCCCN3CCOCC3)c(C)o2)cc1 (stereo not drawn)	10	i	i	i	i	i	i	-1.0	i	10	i
Cc1cc(N2C(=O)C3C4CCC(C4)C3C2=O)no1 (stereo not drawn)	4	i	i	i	i	i	i	-0.1	i	-1	i
CC(C)(C)N(C=C(Cl)Cl)C(=O)NC1CCCCC1	6	i	i	i	i	i	i	0.0	i	0	i
O=C(Nc1ccccc1)c1ccc(S(=O)(=O)NCc2ccco2)cc1	-8	i	i	i	i	i	i	-0.1	i	18	i
Cc1ccc(C(=O)N/N=C/C=C/c2ccccc2)cc1	-3	i	i	i	i	i	i	0.8	i	7	i
CN(c1ccccc1C(=O)Nc1cccnc1)S(C)(=O)=O	.	i	i	i	i	i	i	-0.2	i	12	i
CCC(C)(C)NC(=O)c1cc(C(=O)OC)cc([N+](=O)[O-])c1	2	i	i	i	i	i	i	-0.2	i	-2	i
COC(=O)c1cn(Cc2ccccn2)c(=O)c2ccccc12	6	i	i	i	i	i	i	-0.2	i	-2	i
C=CCNC(=O)c1ccc(NC(=O)CC2SC(N3CCCC3)=NC2=O)cc1 (stereo not drawn)	4	i	i	i	i	i	i	-0.4	i	7	i
CC(NC(=S)NC1CCC(C(C)(C)C)CC1)c1ccccc1 (stereo not drawn)	81*	i	i	i	i	i	i	-0.4	i	0	i
Cc1cc(NC(=O)c2cccc(S(=O)(=O)N3CCOCC3)c2)c2ccccc2n1	-7	i	i	i	i	i	i	0.0	i	-4	i
Cc1cccc(NS(=O)(=O)c2ccc3c(c2)OCCO3)c1	3	i	i	i	i	i	i	-0.1	i	16	i
O=C(COC(=O)CNC(=O)c1ccco1)Nc1ccc(F)cc1	.	i	i	i	i	i	i	-0.6	i	-3	i
CCCOc1ccc(Oc2nc(-c3ccncc3)nc3ccccc23)cc1	5	i	i	i	i	i	i	-0.1	i	8	i
CCN(CC)S(=O)(=O)c1ccc(NC(=O)CCNC(=O)c2ccccc2)cc1	0	i	i	i	i	i	i	-0.6	i	1	i
Cc1cccn2cc(CNC(=O)C3CCCCC3)nc12	4	i	i	i	i	i	i	0.4	i	-3	i
CSc1nnc(C(C)(C)C)c(=O)n1/N=C/c1ccccc1	-1	i	i	i	i	i	i	-0.3	i	-1	i
CC(=O)NC1(c2ccc(F)cc2)CCN(C(=O)c2c(F)cccc2F)CC1	-8	i	i	i	i	i	i	-0.2	i	7	i
COc1ccc(OC)c(NS(=O)(=O)c2ccc(NC(=O)C3COc4ccccc4O3)cc2)c1 (stereo not drawn)	4	i	i	i	i	i	i	-0.5	i	-1	i
CC[N+](CC)(CC#Cc1ccccc1)CC#Cc1ccccc1	-1	i	i	i	i	i	i	0.3	i	2	i
CC/C(O)=C(/C#N)c1nnc2n1CCCCC2	-12	i	i	i	i	i	i	0.4	i	-2	i
CCN1CCN(c2nc(Nc3cccc(C)c3)nc(N)c2[N+](=O)[O-])CC1	-4	i	i	i	i	i	i	0.5	i	-21	i
CCOC(=O)N1CCN(C(=S)NC(=O)c2ccnn2C)CC1	3	i	i	i	i	i	i	-1.9	i	20	i
CCOc1ccc(NS(=O)(=O)c2ccc(C(=O)NCc3ccncc3)cc2)cc1	1	i	i	i	i	i	i	-0.5	i	23	i
COc1ccc(CN2CCN(C3CCC3)CC2CCO)c(C)c1C (stereo not drawn)	3	i	i	i	i	i	i	-6.6	i	-7	i
CC1=CC(C)(C)N(S(=O)(=O)c2ccc(F)cc2)c2ccccc21	5	i	i	i	i	i	i	2.2	i	-11	i
COC(=O)c1ccccc1NC(=O)CN(C)Cc1ccccc1	13	i	i	i	i	i	i	0.1	i	1	i
CCOC(=O)C1(CCCCCCOc2ccc(Cl)cc2)CO1 (stereo not drawn)	6	i	i	i	i	i	i	0.0	i	-2	i
CCC1CCCCN1C(=S)NC(=O)c1cc(S(=O)(=O)N2CCOCC2)ccc1C (stereo not drawn)	5	i	i	i	i	i	i	0.5	i	-1	i
O=C(CCCc1c[nH]c2ccccc12)N1CCN(S(=O)(=O)c2cccs2)CC1	-1	i	i	i	i	i	i	0.0	i	-9	i
NC(=NCCc1ccccc1)NS(=O)(=O)c1cccs1	4	i	i	i	i	i	i	-0.1	i	4	i
O=C(NC1(C(F)(F)F)C(=O)Nc2c1c(=O)[nH]c(=O)n2Cc1ccco1)C1CC1 (stereo not drawn)	-2	i	i	i	i	i	i	-1.1	i	-6	i
CC1=NN(c2ccccc2)C(=O)C1N=Nc1ccccc1 (stereo not drawn)	1	i	i	i	i	i	i	2.5	i	-3	i
C=CCC(NCc1ccccc1)c1ccc(OC)cc1 (stereo not drawn)	6	i	i	i	i	i	i	-50	i	-7	i
CCCCc1ccc(NC(=O)c2cnccn2)cc1	-1	i	i	i	i	i	i	-0.9	i	1	i
CCc1cccc(NC(=O)C(NC(=O)C2CCCCC2)C(C)C)c1 (stereo not drawn)	0	i	i	i	i	i	i	0.0	i	1	i
COc1ccc(CCNC(=O)C2CCCN2S(=O)(=O)c2ccc(F)cc2)cc1OC (stereo not drawn)	-7	i	i	-9*	i	i	i	-0.7	i	13	i
COc1ccc(NC(=O)Nc2cnccn2)cc1	-8	i	i	i	i	i	i	1.1	i	1	i
CC1=C(C(=O)c2ccccc2)C(c2cccc([N+](=O)[O-])c2)NC(=S)N1 (stereo not drawn)	10	10*	i	i	i	i	i	0.0	i	4	i
CCCCCn1c(NC2CCCCC2)nc2c1c(=O)[nH]c(=O)n2C	-2	i	i	i	i	i	i	-0.6	i	-1	i
Cc1cc(Br)cc2c1NC(=O)C2(c1c(C)n(C)n(-c2ccccc2)c1=O)c1c(C)n(C)n(-c2ccccc2)c1=O	6	i	i	i	i	i	i	-0.2	i	12	i
COCCn1nnnc1C(C(C)C)N1CCC(Cc2ccccc2)CC1 (stereo not drawn)	-8	i	i	i	i	i	i	.	i	8	i
Cc1cc(C)cc(Oc2ccc(-c3nnc(-c4ccccc4)o3)cc2[N+](=O)[O-])c1	-4	i	i	i	i	i	i	0.3	i	-21	i
C(=C\c1nnc2c3ccccc3ncn12)/c1ccccc1	-8	i	i	i	i	i	i	1.4	i	-3	i
Cc1ccc(C2=NN(CCC(=O)NCCC(C)C)C(=O)CC2)cc1	-2	i	i	i	i	i	i	-0.3	i	-3	i
Cn1ccnc1C(=O)c1ccccc1Cl	7	i	i	i	i	i	i	-0.1	i	-1	i
COc1cc(NS(=O)(=O)c2ccc(NC(=S)NC(=O)/C=C/c3ccco3)cc2)ncn1	16	i	.	.	i	i	i	-1.4	.	1	i

(next part)
Molecule	SKKanGAS inh	RGS4 inh	MrgX1 allo act	MrgX1 antagonist	TRPC6 activator	TRPC4 inh	TRPC6 inhibitor	HIF activator	MrgX1 agonist	Platelet DG rel	RGS4 pot
CC(=O)n1cc(/C=N/NC(=O)c2cccc(O)c2)c2ccccc21	-5	i	i	i	i	i	i	1.9	i	23	i
CNC(=O)c1cc(C(=O)c2ccc(Cl)cc2)c[nH]1	-1	i	i	i	i	i	i	0.3	i	-1	i
O=C(Nc1nnc(C2CCCCC2)s1)C1CC(=O)N(c2ccccc2)C1 (stereo not drawn)	-2	i	i	i	i	i	i	-0.1	i	-21	i
CCOC(=O)C1CCN(C(=O)C2(NC(=O)NC3CCCCC3)CCCCC2)CC1	-2	i	i	i	i	i	i	-0.5	i	-2	i
CCC(=O)Nc1ccccc1N1CCN(S(C)(=O)=O)CC1	-12	i	i	i	i	i	i	-6.5	i	-4	i
CCCCOc1ccc(C(O)C(CN2CCOCC2)c2ccccc2)cc1 (stereo not drawn)	-11	i	i	i	i	i	i	0.0	i	22	i
